# KKLEB cytotox: CF airway cell cytotoxicity counter-screen | KKLEB CF airway cells viability, ATPlite luminescence, overnight; stronger effect = lower value; cells stimulated with P. aeruginosa culture filtrate | activity change (cytotoxicity), % at 5 µM | 360,000 compounds, 0.36% hits | AID 602141;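 active = corrected activity change at or below -50% at 5 µM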
# MITF TRPM1 inh: reduces MITF-dependent TRPM1 promoter luciferase signal | SK-MEL-5 TRPM1 promoter luciferase, 24 h | inhibition, % at 12.5 µM | 330,000 compounds, 0.83% hits;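 active = mean inhibition across replicates of 60% or more, whatever share of single replicates reaches that level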; also: values of inactives mirror those of a sister screen read the other way
# HIF-2a inh: blocks HIF-2a reporter activity; inhibition, % at 18.8 µM; 360,000 compounds, 0.72% hits; AID 624352; 786-0 RCC cells HIF-2a reporter, luciferase luminescence, overnight;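 active = inhibition of the luminescence signal of 40% or more relative to plate controls, in a single-dose primary screen at 18.75 µM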
# NR2E3 ag-1: agonists of human NR2E3 nuclear receptor. Q9Y5X4. CHO-S Gal4-NCOR/VP16-NR2E3 two-hybrid, luciferase. inhibition of corepressor binding, % at 3.98 µM. 360,000 compounds, 0.35% hits. AID 602229;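 active = inhibition above the mean of all tested compounds plus 3 SD, cut at about 70% in these data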;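 also: 0% = DMSO with NR2E3 transfected cells and 100% = cells lacking NR2E3 construct; higher means lower luciferase signal from less NR2E3 corepressor binding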
# Target sequence (Q9Y5X4 whole entry, looked up, the tested form may be a part): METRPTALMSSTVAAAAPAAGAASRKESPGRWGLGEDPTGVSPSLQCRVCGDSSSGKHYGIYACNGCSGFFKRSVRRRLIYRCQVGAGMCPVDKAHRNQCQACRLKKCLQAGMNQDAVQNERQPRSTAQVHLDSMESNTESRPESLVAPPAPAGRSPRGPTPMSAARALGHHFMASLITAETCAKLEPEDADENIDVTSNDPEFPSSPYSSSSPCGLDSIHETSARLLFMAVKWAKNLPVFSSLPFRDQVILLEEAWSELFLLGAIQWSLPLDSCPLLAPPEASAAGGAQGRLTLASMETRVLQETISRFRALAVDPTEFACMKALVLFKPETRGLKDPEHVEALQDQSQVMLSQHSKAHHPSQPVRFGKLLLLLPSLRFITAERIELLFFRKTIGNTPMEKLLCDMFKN
# hiPSC survival: hiPSC single-cell survival enhancement | ATPlite luminescence; 100% = ROCK inhibitor wells, 0% = DMSO | survival enhancement, % at 20 µM | 360,000 compounds, 0.044% hits | AID 602274; in the data active = survival enhancement above about 18%;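 also: cells exposed to compounds for 16 hours before the ATP read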
# Shn3 3UTR inh: inhibitors of Schnurri-3 3'UTR reporter in osteoblasts; Clone20 osteoblast Shn3 3'UTR firefly luciferase, 24 h; inhibition, % at 12.5 µM; 360,000 compounds, 0.52% hits; AID 588674;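 active = mean inhibition of at least 75% with every replicate also reaching 75%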;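 also: 0% = median of neutral control wells and 100% = pilot-screen positive control compound; some compounds past the cut are filed as inactive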
# Peg3 prom inh: inhibitors of Peg3 promoter | inhibition, % at 20 µM | 360,000 compounds, 1.7% hits | AID 588405 | HeLa PEG-Prom luciferase reporter, luminescence, overnight;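 active = inhibition of at least 50% at 20 µM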
# NR2E3 ag-2: agonists of human nuclear receptor NR2E3; inhibition of corepressor binding, % at 4.78 µM; GST-NR2E3/biotin-RetCOR TR-FRET, 1536-well; AID 2300; Q9Y5X4; 320,000 compounds, 0.12% hits;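 active = percent inhibition above the cutoff of mean plus 3 SD of all tested compounds, set per screening campaign, cut at about 20% in these data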;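 also: 0% = DMSO wells and 100% = biotin wells as full block of FRET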
#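 System: GST-tagged NR2E3 plus biotinylated RetCOR corepressor; Buffer or medium: pH 7.5 Tris-based buffer; Probe or stimulus: RetCOR corepressor, biotinylated, 7 nM; Doses: compound at 4.8 µM, single dose; Schedule: 5 h incubation at 4 °C; Technique: time-resolved FRET; Evaluation: percent inhibition of TR-FRET ratio; Replication: one well per compound, singlicate testing.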
# TWEAK-Fn14 inh: inhibitors of TWEAK-Fn14 interaction signaling; TWEAK-stimulated Fn14 reporter cells, luciferase luminescence, 8 h; 360,000 compounds, 2% hits; inhibition, % at 10 µM; in the data active = inhibition above about 50%
# CF NFkB block: blocks PAF-induced NF-kB reporter in cystic fibrosis cells; KKLEB NF-kB-GFP reporter, GFP fluorescence overnight; inhibition, % at 5 µM; 360,000 compounds, 0.86% hits;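 active = at least 50% inhibition at 5 µM, scaled per plate between neutral and stimulator controls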;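 also: PAF is a Pseudomonas aeruginosa culture filtrate used as stimulus; plate controls were PAF-stimulated DMSO wells for no effect and unstimulated DMSO wells for full effect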
# aDG glyco up: alpha-DG glycosylation activation; Pro5-aDG cells, alpha-DG glycosylation AlphaScreen (IIH6); 0% Pro5, 100% B10-LARGE cell signal; activation, % at 10 µM; 360,000 compounds, 0.22% hits; AID 624168;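 active = activation of at least 8% versus controls, or a plate z-score of at least 8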;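 also: Pro5 are CHO cells carrying HIG-tagged alpha-DG that lacks glycosylation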
# The depositor's hits bear a star; . = not tested or not shown.
SMILES,KKLEB cytotox,MITF TRPM1 inh,HIF-2a inh,NR2E3 ag-1,hiPSC survival,Shn3 3UTR inh,Peg3 prom inh,NR2E3 ag-2,TWEAK-Fn14 inh,CF NFkB block,aDG glyco up
COCCCN1C(=O)C(CC(=O)NC2CCCCC2)CC(C(=O)N2CCOCC2)=C1C (centres undefined),1.1,.,6.3,-27.1,-0.2,-12.7,-4.7,.,7.5,2.2,0.4
CC(C)(C)C1=Nn2c(nnc2-c2ccco2)SC1,6.5,4.7,5.7,4.3,3.9,15.3,7.8,0.1,-3.6,1.8,-0.2
O=C1NC(=O)c2cc(NC(=O)C3COc4ccccc4O3)ccc21 (centres undefined),-3.7,.,-2.3,-13.2,6.4,-37.4,0.3,1.9,-4.7,-10.2,0.0
COc1ccc(S(=O)(=O)N2CCCCCC2)cc1C(=O)N(C)CC(=O)Nc1ccccc1Cl,-7.6,-2.0,17.8,2.5,0.0,20.0,30.2,2.3,-3.0,-1.4,0.5
CC(C(=O)OCC(=O)c1ccc(Br)cc1)N1C(=O)C2C3CCC(C3)C2C1=O (centres undefined),-7.8,13.1,4.5,-40.1,0.0,0.3,-7.6,4.7,20.3,-0.4,0.2
COc1ccccc1NC1=NC2(CCCC2)N=C(N)N1,-5.2,-4.1,5.6,6.2,1.0,2.0,13.9,-0.6,-4.4,-4.7,-0.2
CCOC(=O)CCCCCC(=O)Nc1ccc2c(c1)C(=O)N([C@@H](C)CO)C[C@H](C)[C@H](CN(C)C(=O)Nc1ccc(F)cc1)OCCCC[C@H](C)O2,-6.8,.,1.0,-8.9,-2.2,6.2,-6.7,.,9.5,11.9,0.0
CCCCn1c(N)c(N(CC(C)C)C(=O)c2cc(-c3ccc(OC)c(OC)c3)nc3ccccc23)c(=O)[nH]c1=O,-14.0,1.7,22.8,-22.1,-0.1,-25.7,17.3,-6.7,-24.0,-16.7,-0.4
Cc1ccccc1NC(=S)/C(=C(\[O-])c1ccc(C)c([N+](=O)[O-])c1)[n+]1ccccc1,3.1,1.8,12.1,-29.9,0.7,-4.0,-5.7,-1.8,-3.7,2.2,-0.1
Clc1ccc(N2CCN(c3ncnc4c3oc3ccccc34)CC2)cc1,-7.1,1.4,-76.1,-1.8,0.9,12.9,-9.9,4.3,-0.1,-6.2,0.6
N#Cc1nc(-c2ccco2)oc1N1CCN(c2cccc(Cl)c2)CC1,22.3,0.6,-17.7,-26.2,-0.8,-16.8,-20.3,1.7,-5.8,-36.9,0.1
COc1ccc(N2CCN(c3ncnc4c3[nH]c3ccccc34)CC2)cc1,4.7,29.0,-2.4,76.9*,-1.4,81.5,29.2,-1.1,76.6*,-13.8,6.2*
CCOc1ccccc1NC(=O)C1CCN(C(=O)NCc2ccccc2)CC1,-2.6,-11.4,7.6,1.1,1.6,8.0,11.2,2.4,1.5,-11.4,0.0
Cc1cc(CNC(=O)C2CCC(=O)N(Cc3ccccc3F)C2)on1 (centres undefined),-2.7,0.4,-1.0,-13.7,-0.4,-8.1,4.3,3.7,-0.2,-10.8,-0.1
COc1ccc(S(=O)(=O)N2CCN(C(=O)C3CCC3)CC2)cc1,-12.8,0.3,0.9,-22.4,-0.1,-15.2,11.0,-2.3,-16.2,13.9,0.1
CC(C)Cn1cnc2sc3c(c2c1=N)CCCC3,-12.1,7.2,1.1,2.4,-1.8,23.6,1.9,1.9,-6.9,-4.2,1.2
CCN(C(=O)COC(=O)CCCN1C(=O)c2cccc3cccc(c23)C1=O)C1CCS(=O)(=O)C1 (centres undefined),-7.3,-3.3,7.1,-4.7,1.7,-0.7,7.8,-2.2,-13.7,-3.7,-0.2
CSCc1ccc(C(=O)Nc2cc(C)cc(C)c2)cc1,0.9,-77.7,-253.7,-29.4,0.1,-48.3,-221.9,-0.4,-5.4,3.3,-0.1
COc1ccccc1-c1cc(C(=O)NCCCn2ccnc2)no1,-3.9,2.3,-3.3,-45.1,5.8,1.0,-8.7,1.3,0.8,7.3,-0.2
CCOC(=O)c1c(-c2ccccc2)oc2ccc(OC(C)C(=O)O)cc12 (centres undefined),3.9,-1.2,21.2,-28.1,0.1,-12.3,9.1,3.2,-2.9,-5.2,0.2
C=CCn1c(C)cc(C(=O)CSc2nc(N)cc(N)n2)c1C,-0.5,2.3,-44.3,-8.9,-0.9,-5.6,-41.0,-3.2,-22.8,8.2,0.1
O=C(NCCCCCCNC(=O)c1cncc(O)c1)c1cncc(O)c1,2.3,-1.7,13.1,-13.4,4.8,3.4,-1.1,3.8,-18.4,0.5,0.0
COc1ccc(OC)c(C(=O)NC(CC(N)=O)c2ccc(N3CCN(c4ccccc4)CC3)c([N+](=O)[O-])c2)c1 (centres undefined),1.1,1.5,6.5,-17.5,-1.8,6.6,10.5,1.8,4.1,8.8,-0.2
O=C(c1cccc(S(=O)(=O)NCc2ccccc2)c1)N1CCN(c2cccc(C(F)(F)F)c2)CC1,-3.2,15.9,3.2,-3.2,-0.5,42.3,40.2,-2.0,21.7,18.2,1.4
C=CCOc1nc2c(c(=O)n(C)c(=O)n2C)n1Cc1c(Cl)cccc1Cl,-9.1,-0.2,-1.5,-10.7,0.0,33.0,-3.1,-1.1,-1.3,5.0,0.2
COc1cc(Cl)c(C)cc1NC(=O)COc1ccc(C)nc1[N+](=O)[O-],-7.7,-95.7,-166.8,-10.8,-0.3,-59.4,-237.4,.,-55.6,12.4,0.3
Cc1nn(CC(=O)NNC(=S)NCC2CCCO2)c(C)c1Br (centres undefined),-15.1,4.9,10.9,-13.9,-0.2,14.4,23.5,-0.5,-8.9,19.4,0.1
COC(=O)c1ccc(CNC(=O)c2ccc3oc(C(C)C)nc3c2)cc1,-25.6,-39.2,-180.9,-45.3,0.7,-106.2,-298.0,-0.2,-40.1,31.5,0.1
O=C(Cc1c(F)cccc1Cl)NC1=NCCS1,16.1,-15.5,-10.0,18.4,-0.7,-16.2,5.2,3.0,1.4,-16.4,-0.1
O=C(Nc1ccccc1)Nc1nc(-c2ccccc2)cs1,9.1,-16.4,-87.8,-27.8,-0.8,-31.8,-67.3,1.2,28.8,-11.3,0.2
C[C@H](NC(=O)c1ncn(C)c1C(=O)N[C@@H](C)c1ccccc1)c1ccccc1,3.7,15.1,12.4,-6.9,0.5,0.6,11.3,.,10.7,8.5,0.1
O=Cc1cccn1-c1cccc([N+](=O)[O-])c1,11.6,-6.2,8.9,11.7,-1.2,7.9,16.0,-1.9,-2.3,-2.9,0.1
CCC(NC(=O)NNC(=O)c1ccncc1)(C(F)(F)F)C(F)(F)F,2.8,6.4,13.9,-19.8,-0.6,4.9,14.8,3.8,-12.9,-1.0,-0.1
CCOc1cc(/C=N/O)cc(Br)c1OCc1ccc(Cl)cc1,-16.9,-13.8,7.2,-21.3,-1.1,10.4,40.2,-0.8,21.9,13.8,0.4
Cc1cc(Nc2ccccc2)c2c([N+](=O)[O-])ccc(C)c2n1,-8.2,-26.9,23.0,-10.6,-0.5,21.9,8.4,2.0,0.9,11.3,0.1
O=C(Cc1cccc(NC(=O)C2CCN(C(=O)c3ccccc3)CC2)c1)Nc1cccc(C(=O)N2CCCCC2)c1,6.7,-1.4,1.2,-38.0,0.9,-8.3,3.4,.,-20.1,-17.2,-0.1
CN(C(=O)c1ccc(OC2CCN(CCc3ccccc3)CC2)cc1)C1CCCCC1,-8.1,-1.0,-21.3,-4.3,-0.5,-3.6,-50.9,-0.6,-5.1,12.8,-0.1
CCC(=O)Nc1cccc(-n2nnnc2SCC(=O)N2CCCCC2)c1,-1.6,-2.5,-49.1,-11.1,2.1,9.3,-47.2,-1.3,11.7,8.6,-0.1
O=C(CN1CCCCCC1)Nc1cccc(NC(=O)CN2CCCCCC2)c1,-2.9,0.2,20.2,-10.2,-0.9,10.9,-6.1,3.6,-11.6,7.1,0.0
CC(C)C(NC(=O)c1ccc(F)cc1)C(=O)NC1(C)CCS(=O)(=O)C1 (centres undefined),-7.6,-0.6,7.3,-12.6,0.4,-18.0,-7.8,-1.3,-8.0,-9.7,-0.1
CCCCNC(=O)c1sc(=S)n2c1[nH]c(=O)c1ccc(C(=O)NCCc3ccc(OC)c(OC)c3)cc12,4.3,9.1,-15.2,-15.7,0.1,12.7,-0.6,-2.7,-0.1,25.7,-0.3
CCOC(=O)C1=C(CC)OC(N)=C(C#N)C1c1ccc(OC)c(OC)c1OC (centres undefined),5.1,9.8,13.8,-0.3,0.3,-6.9,-3.2,-0.8,8.4,-18.5,0.5
CCC(=O)c1ccc(Oc2ccc(C(=O)c3ccc(C)cc3)cc2[N+](=O)[O-])cc1,-5.6,-15.4,-50.0,-14.6,-1.1,10.6,0.1,-3.0,11.5,0.6,0.0
C[n+]1c(-c2ccccc2)cc2c(=Cc3ccc([N+](=O)[O-])cc3)c3ccccc3n21,-11.4,49.3,-20.8,8.0,-3.0,52.9,31.1,.,7.8,36.7,-0.6
O=S(=O)(NCC1(N2CCOCC2)CCCCC1)c1ccc(Cl)cc1C(F)(F)F,-5.7,-5.9,17.4,-43.9,-0.4,14.3,17.5,-4.3,-2.1,-3.7,0.2
CN(CC(=O)Nc1c(Cl)cccc1Cl)C(=O)C1=COCCO1,9.4,-5.7,2.2,12.9,-0.2,-6.7,17.6,1.4,-1.5,-20.0,-0.2
COc1ccc(Cl)cc1NC(=O)CN1C(=O)C(=O)N(C2CCCC2)C1=O,5.5,.,6.7,-26.6,-1.6,-7.4,11.9,.,9.4,-31.0,0.1
Nc1nc(N2CCCCC2)nc(N(c2ccccc2)c2ccccc2)n1,-3.7,.,3.9,-24.0,0.1,6.3,6.1,-3.2,1.5,-16.4,0.0
Cc1cc(=O)[nH]c(N2CCN(C(c3ccccc3)c3ccccc3)CC2)n1,-3.6,1.5,13.2,6.3,3.6,-9.9,9.8,5.1,-34.1,-4.3,-0.3
Cc1cc(C(=O)OCC(=O)N2CCCCCC2)ccc1[N+](=O)[O-],-11.4,7.4,6.2,-23.2,-0.5,-2.1,2.9,-0.9,-6.4,-1.1,-0.2
N=c1n(Cc2ccccc2)c2ccccc2n1CC(O)COc1ccc(Cl)cc1Cl (centres undefined),-27.7,98.3*,7.5,4.3,-3.7,92.2*,103.5*,.,28.9,15.8,-0.8
CCOC(=O)N1CCC(N(CCN(C)C)C(=S)Nc2ccccc2OC)CC1,-3.7,7.4,6.6,-15.7,0.9,13.6,11.9,-5.1,-25.2,22.5,0.0

# Two records picked at random from the list so far, as already listed:
SMILES,KKLEB cytotox,MITF TRPM1 inh,HIF-2a inh,NR2E3 ag-1,hiPSC survival,Shn3 3UTR inh,Peg3 prom inh,NR2E3 ag-2,TWEAK-Fn14 inh,CF NFkB block,aDG glyco up
N=c1n(Cc2ccccc2)c2ccccc2n1CC(O)COc1ccc(Cl)cc1Cl (centres undefined),-27.7,98.3*,7.5,4.3,-3.7,92.2*,103.5*,.,28.9,15.8,-0.8
CCOC(=O)N1CCC(N(CCN(C)C)C(=S)Nc2ccccc2OC)CC1,-3.7,7.4,6.6,-15.7,0.9,13.6,11.9,-5.1,-25.2,22.5,0.0
